# Screens from PubChem.
# NPY Y1 blocker = NPY-Y1 (human) receptor antagonism; HEK293-CNG Y1 cells, membrane potential fluorescence; NPY at EC95, then isoproterenol; inhibition, % at 3.6 µM; hit rate 1% among 200,000;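 active = inhibition above the campaign mean inhibition of all tested compounds plus 3 SD, cut at about 20% in these data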;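 also: 0% = DMSO wells given NPY plus isoproterenol and 100% = isoproterenol alone without NPY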
#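 material = HEK293 cells with Y1 receptor plus CNG channel | also added = NPY 25 nM then isoproterenol 1 µM plus Ro 20-1724 25 µM | schedule = dye 3 h, compound 60 min room temperature, stimulation 45 min | measured by = membrane potential fluorescence | benchmarks = high control isoproterenol alone, low control NPY with isoproterenol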
# S1P4 antagonist = blocks the human S1P4 receptor | S1P4-expressing cells, antagonist mode, reporter read-out | hit rate 0.26% among 220,000 | inhibition, % at 4.98 µM | O95977 | AID 1510; in the data active = inhibition above about 29%;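 also: 0% = wells stimulated with agonist and 100% = vehicle wells without agonist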
# Target sequence (O95977 whole entry, looked up): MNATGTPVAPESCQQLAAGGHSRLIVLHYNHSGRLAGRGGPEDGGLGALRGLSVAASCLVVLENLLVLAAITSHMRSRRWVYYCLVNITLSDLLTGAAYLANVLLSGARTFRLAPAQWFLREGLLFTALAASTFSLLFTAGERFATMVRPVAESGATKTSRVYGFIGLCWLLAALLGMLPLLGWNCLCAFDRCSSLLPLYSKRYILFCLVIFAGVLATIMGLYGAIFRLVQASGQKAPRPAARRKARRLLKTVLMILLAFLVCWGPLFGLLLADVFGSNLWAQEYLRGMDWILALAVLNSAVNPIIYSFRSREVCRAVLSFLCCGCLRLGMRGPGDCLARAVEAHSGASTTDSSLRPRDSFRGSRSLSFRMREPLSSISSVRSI
# S1P4 ag = activates the human S1P4 receptor; S1P4-expressing cell line, agonist reporter assay; O95977; hit rate 0.35% among 220,000; activation, % at 4.98 µM; in the data active = activation above about 11%;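 also: 0% = DMSO vehicle and 100% = reference agonist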
# p47phox inh = p47phox (human) inhibition | P14598 | hit rate 0.53% among 220,000 | p47phox/p22phox peptide binding, fluorescence polarization, 2 h | inhibition, % at 24.7 µM;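 active = inhibition above about 30%, limit read from the data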;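 also: 0% = p47phox with labelled peptide and 100% = labelled peptide alone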
# Ba/F3 V617F tox = loss of viability in JAK2V617F-driven Ba/F3 cells; hit rate 1.1% among 220,000; Ba/F3 EpoR-JAK2V617F viability, ATP luminescence; inhibition, % at 5.6 µM; AID 1446;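 active = inhibition above the campaign mean plus 3 SD over all tested compounds, cut at about 24% in these data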;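 also: cytokine-independent growth of Ba/F3 cells driven by EpoR plus mutant JAK2; 0% = DMSO-treated cells and 100% = JAK inhibitor I control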
# BaF3 parental = reduces parental Ba/F3 cell viability, JAK2V617F counter-screen | CellTiter-Glo ATP luminescence | inhibition, % at 5.6 µM | hit rate 1.1% among 220,000 | AID 1486;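 active = inhibition above a per-campaign cutoff, the mean inhibition of all tested compounds plus 3 SD, cut at about 27% in these data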;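 also: 0% = DMSO wells and 100% = JAK Inhibitor I control wells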
# NPY-Y1 PAM-ag = potentiators or agonists of human neuropeptide Y receptor Y1 | P25929 | NPY-Y1 expressing cells, potentiator/agonist activation | activation, % at 3.6 µM | hit rate 0.37% among 220,000; in the data active = activation above about 33%, passing the limit was not always enough;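 also: cells stimulated with NPY at EC10 then isoproterenol at EC100; 0% = low agonist plus stimulus and 100% = saturating agonist plus stimulus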
# NPY2 pot ag = potentiators or agonists of human neuropeptide Y receptor Y2; hit rate 0.45% among 220,000; cells expressing NPY-Y2, potentiator/agonist read-out; activation, % at 3.6 µM; P49146; in the data active = activation above about 27%;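 also: cells stimulated with NPY near EC25 plus isoproterenol at EC100; 0% = vehicle plus submaximal agonist and 100% = vehicle plus saturating agonist; some results beyond the cut were filed as inactive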
# Target sequence (P49146 whole entry, looked up): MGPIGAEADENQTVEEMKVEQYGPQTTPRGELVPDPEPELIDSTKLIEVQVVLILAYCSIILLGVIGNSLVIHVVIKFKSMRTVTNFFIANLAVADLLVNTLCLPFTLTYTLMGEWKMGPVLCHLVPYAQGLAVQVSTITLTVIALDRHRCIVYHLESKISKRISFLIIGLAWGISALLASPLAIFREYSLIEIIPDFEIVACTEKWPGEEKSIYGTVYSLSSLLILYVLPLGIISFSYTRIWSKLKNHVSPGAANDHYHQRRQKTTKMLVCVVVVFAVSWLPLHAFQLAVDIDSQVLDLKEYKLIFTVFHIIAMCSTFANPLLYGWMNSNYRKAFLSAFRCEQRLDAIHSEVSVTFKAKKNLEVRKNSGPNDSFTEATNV
# CHOP inhibitor = inhibitors of CHOP induction in ER stress response; hit rate 3.8% among 220,000; inhibition, % at 10 µM; CHO-K1 CHOP-promoter luciferase, tunicamycin-induced, 15-18 h;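 active = compounds that reduced the stress-induced luciferase reporter signal by more than about 70% of percent inhibition, limit read from the data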;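 also: 0% = tunicamycin plus vehicle and 100% = wells without tunicamycin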
# * marks the source's active call; other numbers are inactive results; x = no result given.
SMILES,NPY Y1 blocker,S1P4 antagonist,S1P4 ag,p47phox inh,Ba/F3 V617F tox,BaF3 parental,NPY-Y1 PAM-ag,NPY2 pot ag,CHOP inhibitor
CCc1cccc(C)c1N(C(=O)Cn1c(COC)nc2ccccc21)C(C)COC (stereo not given),2,2,-5.5,-15,-4,2,11,-1,4
CC(C)C(NC(=O)c1cccc(S(=O)(=O)N2CCOCC2)c1)C(=O)NCCc1ccccn1 (stereo not given),0,10,-0.8,0,1,6,1,-3,22
CCCCOc1ccc(CN2CCC(O)CC2)cc1,6,4,1.6,1,-1,5,7,-1,5
Cc1ccccc1CNC(=O)CN(c1cccc([N+](=O)[O-])c1)S(C)(=O)=O,1,-4,0.3,-10,0,8,4,-1,4
COc1ccccc1-c1noc(-c2ccccc2)n1,5,9,-0.3,-13,0,-1,12,-4,11
O=C(COc1ccccc1-c1ccccc1)Nc1ccc(S(=O)(=O)NCc2ccco2)cc1,-7,-1,2.5,-5,-2,5,22,1,-12
Cc1c(C(=O)O)nnn1-c1nonc1N,1,2,1.8,0,2,4,-10,8,13
C#CCSc1nnc(-c2ccc(OC)cc2)o1,-2,1,-0.2,-5,-4,8,15,14,39
CC(C)(C)c1ccc(OCCOc2ccc(C(C)(C)C)cc2NC=O)c(NC=O)c1,x,-1,0.1,-12,-2,1,4,13,48
O=C(CN(c1ccc2c(c1)OCCO2)S(=O)(=O)c1ccccc1)N1CCN(Cc2ccccc2)CC1,-2,-12,0.9,6,0,1,-3,6,-4
CCn1c(=N)c(S(=O)(=O)c2ccc(F)cc2)cc2c(=O)n3ccccc3nc21,0,-7,0.8,4,-2,0,-3,11,4
O=C(CN1CCN(c2ccc([N+](=O)[O-])cc2)CC1)Nc1nccs1,-2,-5,3.6,-1,4,3,-4,3,13
N#Cc1cc(-c2ccccc2)[nH]c1-c1nccc2ccccc12,x,1,0.8,-16,-3,4,-20,-10,12
O=C(NCc1cccs1)c1cc2c(s1)CS(=O)(=O)C2,-3,-15,0.9,-9,0,10,10,1,9
CC1CCC(C(C)C)C(OC(=O)CSc2nc(N)cc(=O)[nH]2)C1 (stereo not given),4,-8,1.5,-99,2,2,2,-7,40
Cc1c(-c2ccccc2)[n+](=O)c(-c2ccc(Br)cc2)c(C)n1[O-],x,-2,-1.0,-4,-3,3,0,1,2
CCNC(=S)N/N=C/c1cccc(C)c1,3,-15,-1.8,-1,0,9,-22,3,-11
CC(C)c1ccc(S(=O)(=O)N2CCN(C(=S)NCc3ccco3)CC2)cc1,-1,-10,0.0,-21,0,4,-1,-8,31
CCOC(=O)N1CCC(n2c(SCC(=O)NCCC3=CCCCC3)nc3ccccc3c2=O)CC1,36*,6,1.4,-12,1,12,-33,-39,64
C/C(=N\NC(=O)COc1ccc(C)cc1C(C)C)c1ccc(-n2ccnc2)cc1,1,-10,-0.8,-11,-3,0,-20,1,93*
Cc1ccc(-c2c3c(=O)n(C)c(=O)n(C)c3cn2CCCN2CCOCC2)cc1,-3,-28,2.2,3,0,7,-9,1,-4
COc1ccc(-c2csc(-c3cc4ccccc4oc3=N)n2)cc1,2,6,4.0,-80,-4,0,8,5,1
COc1ccc(OC(C)C(=O)N2CCC(C)CC2)cc1 (stereo not given),-2,-12,1.9,-2,-2,3,6,-3,20
COc1ccc(C(=O)N2CCC(C(=O)c3c(C)cc(C)cc3C)CC2)cc1,x,10,-0.1,-7,-1,3,6,2,22
CC(=O)Nc1nc2ccccc2n1CCOc1ccccc1Cl,0,-13,-0.2,8,0,5,-1,17,21
C=CC[N+]1(CC(=O)NCc2ccc(NC(C)=O)cc2)CCOCC1,x,3,-0.9,-4,-3,-3,12,6,4
CCCCOC(=O)C1=C(C)NC(=O)NC1c1ccc([N+](=O)[O-])s1 (stereo not given),-4,10,-0.4,-8,0,8,-9,11,34
O=c1ccc2cc(S(=O)(=O)N3CCN(c4ccccc4)CC3)ccc2o1,-2,-13,-1.1,-13,-2,6,-10,-14,-8
CCn1c(NC(=O)c2cccc(Cn3cc(Cl)cn3)c2)nc2ccccc21,7,2,0.1,-10,3,1,-61,-27,x
O=c1cc(CO)oc(C(Nc2cccc([N+](=O)[O-])c2)c2ccccn2)c1O (stereo not given),0,-6,2.2,6,-3,4,2,1,-17

# Given bar-delimited: 5 of the compounds above.
smiles | NPY Y1 blocker | S1P4 antagonist | S1P4 ag | p47phox inh | Ba/F3 V617F tox | BaF3 parental | NPY-Y1 PAM-ag | NPY2 pot ag | CHOP inhibitor
Cc1c(C(=O)O)nnn1-c1nonc1N | 1 | 2 | 1.8 | 0 | 2 | 4 | -10 | 8 | 13
C#CCSc1nnc(-c2ccc(OC)cc2)o1 | -2 | 1 | -0.2 | -5 | -4 | 8 | 15 | 14 | 39
CC(C)(C)c1ccc(OCCOc2ccc(C(C)(C)C)cc2NC=O)c(NC=O)c1 | x | -1 | 0.1 | -12 | -2 | 1 | 4 | 13 | 48
O=C(CN(c1ccc2c(c1)OCCO2)S(=O)(=O)c1ccccc1)N1CCN(Cc2ccccc2)CC1 | -2 | -12 | 0.9 | 6 | 0 | 1 | -3 | 6 | -4
CCn1c(=N)c(S(=O)(=O)c2ccc(F)cc2)cc2c(=O)n3ccccc3nc21 | 0 | -7 | 0.8 | 4 | -2 | 0 | -3 | 11 | 4

# Carrying on:
SMILES,NPY Y1 blocker,S1P4 antagonist,S1P4 ag,p47phox inh,Ba/F3 V617F tox,BaF3 parental,NPY-Y1 PAM-ag,NPY2 pot ag,CHOP inhibitor
Cc1ccc(-n2c(-c3ccncc3)nnc2-c2cccs2)cc1,-4,-10,0.4,x,7,9,-15,-11,x
CCC(C)NC(=O)c1ccccc1NC(=O)c1ccccc1N(C)S(C)(=O)=O (stereo not given),-3,-21,0.8,5,1,2,-6,-10,17
Cn1cnc([N+](=O)[O-])c1NCc1ccccc1,x,-1,1.4,-9,-6,-4,23,4,17
O=C(Cn1nnc2ccccc21)OCC(=O)c1ccc(F)cc1,x,-13,0.5,-4,-2,-2,22,3,2
Cc1ccc(S(=O)(=O)N(C)C)cc1NC(=O)COC(=O)c1ccc(Cl)cc1,-2,-8,-1.1,15,-2,1,10,-4,16
O=C1CC(C(=O)Nc2ccccc2C(=O)O)C(c2ccccc2)O1 (stereo not given),-4,-5,1.5,2,-1,-1,10,2,-15
CCSc1ccccc1C(=O)NCc1ccc(S(N)(=O)=O)cc1,2,-20,-1.9,-5,0,6,5,12,48
O=C(CCC(=O)N(c1ccccc1)C(C(=O)NC1CCCC1)c1ccncc1)Nc1cccnc1 (stereo not given),5,-25,0.3,-7,3,1,9,2,25
O=C(c1cccc(Cl)c1)N1CCCC(c2ccc(Cl)cc2)=N1,5,2,-1.4,-13,2,-1,-22,-6,6
O=C(c1ccco1)N1CCN(C(=O)C2CCCN(S(=O)(=O)c3cccc4nsnc34)C2)CC1 (stereo not given),5,-17,-0.5,-18,-2,0,15,0,-1
COc1ccc(C2(O)CCN(CCCCOc3ccccc3)CC2)cc1,12,0,1.2,-4,-2,3,-9,-2,6
O=C(CC1SC(=Nc2cccc3ccccc23)N(Cc2ccccn2)C1=O)Nc1ccccc1Br (stereo not given),3,-43,0.4,-27,4,4,-2,4,22
CC1CCN(C(=O)CN2C(=O)C(=O)c3ccccc32)CC1,1,-4,-1.1,-3,-5,1,3,-13,41
Cc1ccc(OCCN2CCN(C)CC2)c([N+](=O)[O-])c1,2,-9,-0.8,-2,-1,8,-11,7,-26
Cc1nc2c(n1C1CCCCC1)C(=O)c1ccccc1C2=O,-6,-16,-1.7,-7,-5,2,5,-3,31
O=C(N/N=C/C(Br)=C/c1ccccc1)c1cc(-c2ccco2)[nH]n1,1,14,0.9,8,-4,0,-14,-6,103*
COc1ccc(-c2nn(-c3ccccc3)cc2C(=O)Nc2nc(CC(C)=O)ns2)cc1,1,-1,0.6,-31,-3,3,11,4,-3
Cn1c(=O)cc(OCC(=O)NCCc2ccc(Cl)cc2)c2ccccc21,7,7,0.4,2,-1,1,-11,-7,2
COc1ccc2c(c1OC)C(=O)N(c1nccs1)C2,-3,-31,0.7,-2,-3,2,-9,3,-31
CCC(C)NC(=O)Nc1ccccc1F (stereo not given),-1,-15,1.3,-8,1,4,-2,0,4
NS(=O)(=O)c1ccc(CNC(=O)Cc2ccccc2F)cc1,1,-1,2.2,3,1,4,-5,5,7
O=C(CCSc1ccccn1)c1ccccc1,3,-8,0.7,-2,-2,5,18,14,3
Cc1cc(C)c(C)c(OCCCCn2cnc3ccccc3c2=O)c1,11,9,0.5,-17,-4,-2,-33,-10,91*
CC(C)=NNc1cc([N+](=O)[O-])cc2c1C(=O)N(C)S2=O (stereo not given),4,4,0.5,-4,1,0,-3,-8,-3
CCOC(=O)c1c(-c2ccccc2Cl)csc1NC(=O)CSc1nc(C)cc(=O)[nH]1,-4,-2,0.5,-61,0,7,-13,5,3
Cc1nn(Cc2ccc(Cl)c(Cl)c2)c(C)c1NC(=O)c1cc(-c2ccc3c(c2)OCO3)on1,-5,11,22*,0,-4,2,3,-11,67
O=C(CSc1nc2c(cnn2-c2ccc(F)cc2)c(=O)[nH]1)N1CCCCC1,-5,-8,2.6,-13,-5,-1,-7,1,5
Cc1ccc(C)c(OCCCC(=O)O)c1,3,7,-0.5,-2,-6,-2,-24,-15,31
O=C(CCS(=O)(=O)c1ccccc1)Nc1ccc2c(c1)OCO2,0,-2,0.4,-2,1,7,-4,8,-5
O=C(CNC(=S)N(CCCN1CCOCC1)Cc1cccs1)NC1CCCCC1,5,-9,-2.4,-9,-5,1,2,-4,28
Cc1ccc(S(=O)(=O)N2CCC(C(=O)N3CCC(C(=O)NCC4CCCO4)CC3)CC2)cc1 (stereo not given),-8,-1,-0.5,-3,5,8,-6,-8,-8
CC(=O)OCCNc1cc(SC(C)C)c2nonc2c1[N+](=O)[O-],1,-18,2.5,-9,-4,4,8,5,4
Cc1cc(Cl)c2ccccc2n1,3,1,0.0,-11,-4,4,16,-5,21
CCOC(=O)C(C(=O)OCC)C1CCS(=O)(=O)C1 (stereo not given),1,-5,-0.3,7,-5,-1,-5,4,6
CCCCNc1ncnc2c1cnn2-c1ccc(Cl)cc1,-1,5,-1.6,-8,4,9,9,0,x
Cc1noc(C)c1S(=O)(=O)N1CCC(C(=O)c2ccccc2)CC1,x,4,-0.8,0,-3,0,5,15,3
Cc1ccc(SCC(=O)Nc2ccc(C(=O)Nc3ccc(O)cc3)cc2)cc1,3,1,-1.3,-2,3,9,-14,-11,32
O=C(CCCOc1ccccc1)Nc1nnc(C2CCCO2)s1 (stereo not given),-1,-1,-1.1,-26,-1,-3,15,-11,16
O=C(Nc1ccc2nc(-c3ccco3)[nH]c2c1)c1cccs1,13,-26,-0.7,-11,-1,1,-21,5,-11
COc1ccc(OC)c2c1CC(C)(C)NC2=O,2,2,0.6,0,-1,4,12,3,23
OCCC#Cc1ccc(CN2CCN(C3CCCCC3)C(CCO)C2)cc1 (stereo not given),2,-2,2.5,0,2,7,6,1,5
Cc1c(Cc2ccccc2)sc(N)c1C(N)=O,1,-9,-2.7,-7,1,9,0,-3,28
Cc1onc(-c2c(Cl)cccc2Cl)c1NC(=O)N1CCSCC1,x,-7,2.5,-7,-1,1,-1,-9,9
Cc1nc(-c2cccnc2)sc1C(=O)Nc1ccc(F)cc1F,2,-8,3.3,-1,2,5,-1,-18,-7
CCCCCCOC(=O)c1ccc(N)cc1,x,-2,-0.7,-22,-3,-1,0,-2,64
O=C(CSc1nc2cc(Cl)ccc2s1)NCc1ccc2c(c1)OCO2,3,-3,0.4,1,-4,1,0,7,-10
CCOC(=O)C1=C(CS(=O)(=O)c2ccc(F)c(C)c2)NC(=O)NC1c1ccc(O)c(O)c1 (stereo not given),1,-10,-0.3,-8,3,6,8,-3,-15

# An unsorted share of the library; any-hit rate near 7.1%.
